# mIAP act = increases mouse intestinal alkaline phosphatase activity; muIAP, CDP-Star luminescence, 30 min; active compounds read high; 1 = vehicle-only enzyme signal, 0 = enzyme-free wells; activation factor at 10 µM; 330,000 tested, 0.24% active; AID 2805;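 active = activation factor of at least 2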; also: the source names both 10 and 20 µM as test concentration; values of inactives mirror those of a sister screen read the other way
#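 Assay system: mouse IAP enzyme; reagent: chemiluminescent substrate CDP-Star; dosing: test compounds delivered from DMSO solution; schedule: 30 min at room temperature; measured by: luminescence from enzymatic CDP-Star hydrolysis; controls: DMSO-only wells and no-enzyme negative control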
# hIAP act = human IAP activation | activation factor at 10 µM | purified human IAP, CDP-Star luminescence, 30 min; active compounds read high; 1 = vehicle-only enzyme, 0 = enzyme-free background | AID 2524 | 330,000 tested, 0.16% active | P09923;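 active = activation factor of the enzyme at least 2-fold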; also: the source names both 10 and 20 µM as test concentration; values of inactives mirror those of a sister screen read the other way
# Target sequence (P09923 whole entry, looked up): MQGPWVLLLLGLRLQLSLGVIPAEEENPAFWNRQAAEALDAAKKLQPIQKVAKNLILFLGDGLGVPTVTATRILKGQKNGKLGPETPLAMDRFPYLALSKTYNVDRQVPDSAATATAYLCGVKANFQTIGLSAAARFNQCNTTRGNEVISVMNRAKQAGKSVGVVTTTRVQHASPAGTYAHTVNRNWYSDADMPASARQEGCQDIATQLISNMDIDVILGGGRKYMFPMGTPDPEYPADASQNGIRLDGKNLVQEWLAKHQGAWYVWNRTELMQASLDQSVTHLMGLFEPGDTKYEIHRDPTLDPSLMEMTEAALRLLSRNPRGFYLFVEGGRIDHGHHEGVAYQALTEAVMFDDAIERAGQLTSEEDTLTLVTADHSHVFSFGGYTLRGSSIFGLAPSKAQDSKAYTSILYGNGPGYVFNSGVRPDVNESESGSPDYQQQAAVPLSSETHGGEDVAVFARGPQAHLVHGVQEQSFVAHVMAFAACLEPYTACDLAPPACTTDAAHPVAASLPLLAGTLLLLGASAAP
# mIAP block = blocks mouse intestinal alkaline phosphatase | purified mouse IAP, CDP-Star luminescence, 30 min | inhibition, % at 10 µM | 330,000 tested, 0.2% active | AID 2806;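 active = inhibition of at least 40% at 10 µM in the primary screen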;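 also: plate controls were DMSO with enzyme for no effect and no enzyme wells for full effect; values of inactives mirror those of a sister screen read the other way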
# hIAP block = human IAP inhibition. inhibition, % at 10 µM. P09923. 330,000 tested, 0.12% active. purified IAP, CDP-Star luminescence, 30 min;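 active = inhibition reaching a set limit with compound at 10 µM in the primary screen, cut at about 35% in these data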;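 also: plate controls were DMSO wells with enzyme for no effect and no-enzyme buffer wells for full effect; values of inactives mirror those of a sister screen read the other way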
# MPTP inh = permeability transition pore inhibition. isolated mouse mitochondria, Ca2+ swelling absorbance, 30 min. inhibition, % at 10 µM. 360,000 tested, 1.4% active. AID 602449;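 active = inhibition of 50% or more, scaled per plate between neutral and stimulator controls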;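 also: 0% = DMSO wells given calcium and 100% = 1 mM EGTA wells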
# GRIN3A LBD mod = NR3A (human) ligand-binding domain modulation. Tm shift relative to glycine control, % at 25 µM. NR3A LBD differential scanning fluorimetry, Tm shift; 0% = protein alone, 100% = glycine-bound protein. AID 1259313. 340,000 tested, 2.5% active;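 active = melting temperature shift of at least 10% of the positive control shift, at one fixed dose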
# APOBEC3G inh = blocks human APOBEC3G single-stranded DNA deamination. 330,000 tested, 0.28% active. Q9HC16. inhibition, % at 20 µM. recombinant A3G, ssDNA deamination FAM/TAMRA fluorescence;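 active = inhibition of at least 40% at 20 µM, with no more than 30% in the related APOBEC3A deaminase screen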;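 also: plate controls were DMSO wells with A3G for no effect and wells lacking A3G enzyme for full effect; some compounds called inactive have numbers as strong as hits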
# Target sequence (Q9HC16 whole entry, looked up): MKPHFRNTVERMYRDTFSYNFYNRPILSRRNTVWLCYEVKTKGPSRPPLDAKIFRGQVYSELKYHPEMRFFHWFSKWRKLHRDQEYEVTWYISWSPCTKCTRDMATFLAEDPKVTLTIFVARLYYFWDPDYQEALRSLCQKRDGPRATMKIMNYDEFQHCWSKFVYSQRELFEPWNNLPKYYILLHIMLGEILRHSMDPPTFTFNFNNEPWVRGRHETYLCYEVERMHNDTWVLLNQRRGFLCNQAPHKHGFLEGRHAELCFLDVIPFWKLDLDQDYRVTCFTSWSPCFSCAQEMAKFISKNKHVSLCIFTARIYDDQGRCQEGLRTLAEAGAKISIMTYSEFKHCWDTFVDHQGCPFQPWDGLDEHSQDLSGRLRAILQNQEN
# beta cell repl = induces beta-cell replication in MIN6 cells; MIN6 cells proliferation, ATPlite luminescence, 48 h; cells starved in 0.2% serum; 100% = growth in 10% serum; proliferation, % at 10 µM; 330,000 tested, 0.29% active;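 active = compounds whose signal lies at least 3.5 SD above the mean of all wells on their plate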;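 also: 0% = DMSO-treated cells in low-serum medium and 100% = 10% serum control; some compounds called inactive have numbers as strong as hits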
# APOBEC3A inh = inhibitors of human APOBEC3A DNA deaminase; P31941; recombinant A3A, FAM/TAMRA ssDNA deamination fluorescence; inhibition, % at 20 µM; 330,000 tested, 0.41% active;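 active = at least 40% inhibition at 20 µM here, with at most 30% in a related deaminase screen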;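 also: plate controls were A3A with DMSO for no effect and wells lacking A3A enzyme for full effect; some results filed as inactive read as strong as hits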
# Target sequence (P31941 whole entry, looked up): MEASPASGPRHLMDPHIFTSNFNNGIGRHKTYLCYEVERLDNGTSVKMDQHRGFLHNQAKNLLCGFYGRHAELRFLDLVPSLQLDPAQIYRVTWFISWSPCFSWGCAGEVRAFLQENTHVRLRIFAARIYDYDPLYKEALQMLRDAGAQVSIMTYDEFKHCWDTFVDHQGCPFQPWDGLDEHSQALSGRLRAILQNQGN
# Numbers without * were called inactive; . = no result given; & = joins results of further samples.
SMILES,mIAP act,hIAP act,mIAP block,hIAP block,MPTP inh,GRIN3A LBD mod,APOBEC3G inh,beta cell repl,APOBEC3A inh
CS(=O)(=O)N(CC(=O)NC1CC1)C1CCCCC1,1.2,1.2,-16,-15,1.3,-16,-5,2,-5
CC(NC(=O)c1ccco1)C(=O)N1CCN(c2cccc(Cl)c2)CC1 (centres undefined),0.89,0.81,11,19,0.3,-2,-7,-2,-1
COc1ccc(NC(=O)CCCn2c(=S)[nH]c3ccccc3c2=O)cc1,1,1.3,-4,-31,-1.5,1,-9,-2,-3
COc1ccc(NC(=O)CSc2n[nH]c(CNc3cccc(C)c3)n2)cc1,0.99,1.1,1,-13,1.5,-10,-5,-3,-1
CC1CN(CCc2ccccc2)C(C)C/C1=N/O (centres undefined),0.96,1,4,-1,2.7,-2,-2,1,-1
CCN(CC)CCN1C(=O)C2C(C(=O)Nc3cc(C)cc(C)c3)C3C=CC2(O3)C1C(=O)NC1CCCCC1 (centres undefined),1,1.1,-4,-14,-0.1,0,-5,0,-4
CCC(Sc1ncccc1C(=O)O)C(=O)N1CCOCC1 (centres undefined),0.87,0.93,13,7,-0.6,-1,-4,-2,0
CS(=O)(=O)N(CC(=O)O)c1cc(C(F)(F)F)ccc1Cl,0.93,1,7,-3,-0.5,-1,-12,-4,-1
CC1CCN(CCn2c(=S)[nH]c3ccccc3c2=O)CC1,0.97,0.96,3,4,-0.2,-1,-7,-2,-4
COc1ccc(Cl)cc1S(=O)(=O)N1CCN(C(=O)COc2ccccc2)CC1,0.95,1,5,-2,-3.3,0,-7,1,-3
O=C(O)Cc1ccccc1C(=O)O,1,0.96,-1,4,0.0,1,-2,-1,0
C#CCSc1nc2sc3c(c2c(=O)n1C)CCC3,0.9,1.1,10,-12,-0.5,-2,-2,-3,28
CCN(CC)CCNc1nc(C(F)(F)F)nc2c1nnn2Cc1ccccc1,0.92,0.88,8,12,2.6,1,-4,-2,-4
CC(C)Sc1oc(-c2ccco2)nc1S(=O)(=O)c1ccc(F)cc1,0.81,1.2,19,-21,0.1,-4,-2,-4,3
CCOC(=O)c1c(C)[nH]c(C)c1C(=O)COC(=O)c1ccc(Cl)c(S(=O)(=O)NCc2ccccc2)c1,0.93,0.91,7,9,1.5,-24,2,-4,0
O=C1CCCC(O)=C1N=Nc1ccc(S(=O)(=O)N2CCOCC2)cc1,0.86,0.93,14,7,0.7,-1,-1,0,9
CCc1ccc(NC(=O)CCc2nnc3ccc(N4CCCC4)nn23)cc1,1,0.87,-2,13,-1.3,2,-6,5,-3
COc1ccc2[nH]c(O)c(N=O)c2c1,1.1,1.1,-11,-10,-0.5,-3,26,0,54*
COC(=O)c1ccc(/C=C/c2c(-c3ccsc3)oc3ccc(N4CCOCC4)cc23)cc1,1,1.1,-3,-6,1.7,0,-5,-8,3
CC(=O)Nc1ccc(S(=O)(=O)Nc2nc3ccc([N+](=O)[O-])cc3s2)cc1,0.89,1,11,-4,-0.2,16*,-3,0,-3

# Part of the list above in another layout:
SMILES | mIAP act | hIAP act | mIAP block | hIAP block | MPTP inh | GRIN3A LBD mod | APOBEC3G inh | beta cell repl | APOBEC3A inh
CCN(CC)CCN1C(=O)C2C(C(=O)Nc3cc(C)cc(C)c3)C3C=CC2(O3)C1C(=O)NC1CCCCC1 (centres undefined) | 1 | 1.1 | -4 | -14 | -0.1 | 0 | -5 | 0 | -4
CCC(Sc1ncccc1C(=O)O)C(=O)N1CCOCC1 (centres undefined) | 0.87 | 0.93 | 13 | 7 | -0.6 | -1 | -4 | -2 | 0
CS(=O)(=O)N(CC(=O)O)c1cc(C(F)(F)F)ccc1Cl | 0.93 | 1 | 7 | -3 | -0.5 | -1 | -12 | -4 | -1
CC1CCN(CCn2c(=S)[nH]c3ccccc3c2=O)CC1 | 0.97 | 0.96 | 3 | 4 | -0.2 | -1 | -7 | -2 | -4

# Next results.
SMILES,mIAP act,hIAP act,mIAP block,hIAP block,MPTP inh,GRIN3A LBD mod,APOBEC3G inh,beta cell repl,APOBEC3A inh
COc1cc(/C=C/C(=O)OCC(=O)Nc2ccc(C)c(S(=O)(=O)N3CCCCC3)c2)ccc1O,0.89,1,11,-2,-4.8,5,-6,-2,1
O=c1cc(N2CCCCC2)c(-c2ccccc2)nn1Cc1cccc(F)c1,1,1.1,0,-11,0.8,0,-5,-6,-1
O=C(c1ccc(Cn2cc([N+](=O)[O-])cn2)o1)N1CCCCCC1,0.94,0.95,6,5,1.5,1,-2,-2,1
CCOC(=O)c1c2n(c3c(NCc4ccccc4)ncnc13)CCCC2,1.1,1.1,-11,-6,-0.5,-4,1,-4,4
CCCOc1ccc(C(=O)NNC(=S)NC(=O)CC)cc1,0.91,0.96,9,4,-1.9,5,48*,-4,-1
COc1cc(NS(=O)(=O)c2ccc(NC(=O)COc3cccc(C)c3)cc2)nc(OC)n1,0.91,1,9,-2,-2.8,-5,-12,0,-5
COc1ccccc1Nc1cc(N2CCOCC2)c2nonc2c1[N+](=O)[O-],0.85,0.77,15,23,-0.4,-2,0,-3,2
Cc1coc(C)c1C(=O)Nc1ccc2ccccc2c1,1.1,0.96,-8,4,1.2,-2,11,-2,-2
O=C(NCc1ccccn1)c1ccc2nc(C3CCCCC3)oc2c1,1,0.78,0,22,-0.4,-6,-2,1,-2
CCOC(=O)C1CCCN(C(=O)c2cc(S(=O)(=O)N(C)C)ccc2N2CCCC2)C1 (centres undefined),1.1,1,-6,-1,-0.2,11*,-9,-2,-1
O=C(CC1C[C@H](C(=O)N2CCOCC2)[C@@]2(CCC3CCCC3)c3[nH]c4ccccc4c3CCN2C1=O)NCCCn1ccnc1 (some centres undefined),1.2,1,-19,-4,-0.1,0,-8,-1,-3
COc1ccc(OCC(=O)OC(C)CN2CCCCC2)cc1 (centres undefined),1,0.8,-4,20,0.6,0,-4,2,2
CCS(=O)(=O)N1Cc2ccccc2CC1C(=O)Nc1nc(C)cs1 (centres undefined),0.92,0.97,8,3,-2.1,1,-2,-1,15
NC(=O)c1ccc(-c2ccccc2F)cc1,1.1,1.1,-10,-8,1.1,4,-2,-1,-2
O=C(NC1CCCC1)c1c(O)nc2sccn2c1=O,0.94,1.2,6,-20,-0.2,1,-3,-1,5
CC(NC(=O)Nc1cccc(F)c1)c1ccc2c(c1)OCO2 (centres undefined),1.6,1.1,-64,-5,0.0,-6,-5,-1,2
O=C(/C=N/NC(=O)c1ccccc1Br)c1ccccc1,0.92,1.1,8,-8,-0.9,-2,0,-1,8
Cc1ccc(NC(=O)CCc2c(C)nn(-c3ccc(N4CCOCC4)nn3)c2C)cc1,0.98,1,2,0,0.3,-1,-5,-1,-5
O=C(COC(=O)c1ccccc1Sc1ccc(C(F)(F)F)cc1[N+](=O)[O-])NC(=O)NC1CCCC1,1,1.1,-1,-13,7.0,-5,-2,-6,4
CC1CCN(Cc2nnnn2CCCC(=O)NC(c2ccccn2)C(F)(F)F)CC1 (centres undefined),1.1,1.4,-7,-36,-1.6,12*,-9,2,-2
CCn1c(CC(=O)Nc2ccc(C)c(Cl)c2)nnc1SCCOc1ccc(OC)cc1,1.1,0.92,-14,8,0.2,-1,-6,0,-1
CCN[C@H]1C[C@H](C)S(=O)(=O)c2sc(S(N)(=O)=O)cc21,1.1,1.2,-14,-22,-1.7,-1,-5,-6,-2
O=C(COC(=O)C1CCC(N2C(=O)C3C4CCC(C4)C3C2=O)CC1)c1ccc(F)cc1 (centres undefined),0.95,0.95,5,5,0.3,-2,-11,2,-5
COc1ccc(-c2nnn(CC(=O)N(c3cccc(O)c3)C(C)C(=O)NC3CCCC3)n2)cc1OC (centres undefined),1,1,-1,-5,1.7,0,1,2,6
c1csc(-c2noc(CN3CCN4CCCC4C3)n2)c1 (centres undefined),0.94,1,6,-4,-1.3,-1,-8,3,1
NC(=O)COC(=O)CC(NC(N)=O)c1ccc(Cl)cc1 (centres undefined),1,0.96,-2,4,0.6,13*,-7,-1,8
CC(=O)Nc1ccc(SCC(=O)c2cc(C)ccc2C)cc1,1.1,0.98,-11,2,-1.3,2,11,-1,2
O=C(Oc1ccc(Cl)cc1)c1ccc(COC(=O)c2cnccn2)cc1,0.97,1,3,0,1.2,-1,-3,-1,0
CC(NCCOCCOc1ccccc1)c1ccccc1 (centres undefined),1,0.75,-3,25,-0.2,-1,-2,2,-1
COC(=O)c1ccc(NC(=O)Cc2ccc(F)cc2)cc1,1,0.91,-3,10,1.2,0,-3,-2,0
O=C1CN(C(=O)CN2C(=O)NC3(CCCCC3)C2=O)c2ccccc2N1,1,1.1,0,-6,-1.9,0,-9,-3,8
Cc1n[nH]c(=O)c2c(NC(=O)CSc3ccc(F)cc3)oc(C)c12,0.96,1.1,4,-8,-0.2,1,-9,-1,-2
COc1ccc(OC)c(C(=O)Nc2ccc3[nH]ccc3c2)c1,1,0.86,-2,14,4.3,-7,-3,-4,-1
O=C(Nc1nc2ccccc2[nH]1)c1ccccc1OC(F)F,0.83,1.2,17,-19,0.4,-1,-6,0,-1
Cc1ccc(CN2C(=O)CCC2C(=O)NCCCN2CCCC(C)C2)cc1 (centres undefined),1,1.1,-5,-6,0.0,-2,3,2,-12
OC1(CNCc2ccccc2)C2CC3CC(C2)CC1C3 (centres undefined),0.98,1.1,2,-8,0.4,0,-4,2,-3
C/C(=N\NS(=O)(=O)c1ccc(C)cc1)c1cccs1,0.96,0.87,4,13,0.1,2,-4,0,-4
O=C(Nc1cccs1)OCCN1CCN(Cc2ccccc2)CCC1=O,0.78,0.95,22,5,0.9,2,-8,0,0
CCCCc1c(CCC)c(=N)c2ccccc2n1C,0.96,1,4,-3,8.5,-1,25,-6,42*
O=S(=O)(NCc1ccc2c(c1)OCO2)c1cccc2nsnc12,1.1,1.1,-5,-7,0.3,-1,-1,0,-8
O=C(CSc1nnc(-c2ccco2)o1)N1CCN(c2ccccc2)CC1,0.97,0.92,3,8,-1.4,0,-6,-2,0
Nc1c(C(=O)Nc2ccccc2)sc2nc(-c3cccnc3)ccc12,1.1,1.2,-7,-20,.,.,-6,-6,-9
CCOC(=O)c1ccc(Oc2coc3cc(O)ccc3c2=O)cc1,1,0.98,-1,2,0.8,-2,-6,-4,-4
Cc1cccc2cc(C#N)c(NCCNC(=O)COc3ccccc3)nc12,1.1,1.2,-7,-20,-0.1,-1,-11,-2,-3
COc1ccc2cc(C[C@@H]3CC[C@@H](CNC(N)=O)O3)ccc2c1,1,.,-3,.,-2.1,-3,4,.,1
O=C(Nc1ccc(OCC(=O)N2CCOCC2)cc1)c1ccccc1F,1.1,0.94,-11,6,-1.4,-1,-1,-3,2
COc1ccccc1NC(=O)COC(=O)[C@@H]1CCCN1C(=O)c1cccs1,1,1,-3,-1,16,-1,5,-1,0
COc1ccc(C(=O)N2CCc3ccccc32)cc1S(=O)(=O)N1CCOCC1,0.94,0.9,6,10,-0.3,4,-3,-2,8
CN1CCN(C(=O)c2c(O)c3cccc4c3n(c2=O)CCC4)CC1,0.98,0.92,2,8,0.9,1,-1,-1,1
CCOC(=O)C1=C(C)Nc2ncnn2C1c1ccc(N(C)C)cc1 (centres undefined),0.99,0.99,1,1,-2.1&-0.1,0&-3,-1,-2,2
CC(C)NC(=O)C(=O)NNC(=O)CCc1ccccc1,0.84,1,16,-2,1.6,-1,0,-1,3
O=[N+]([O-])c1cccc(S(=O)(=O)N2CCN(S(=O)(=O)N3CCCCCC3)CC2)c1,0.99,0.99,1,1,0.2,-1,-5,0,-2
N#CC1=C(N)C(C#N)(C#N)C(c2cccnc2)C2CC(c3ccccc3)CC=C12 (centres undefined),1,1.1,-1,-9,-1.8,-7,-7,-1,-2

# Screening results: PubChem BioAssay, Sanford-Burnham Center for Chemical Genomics
